PME-1 inh: blocks human protein phosphatase methylesterase 1; Q9Y570; recombinant PME-1, FP-Rh probe fluorescence polarization; inhibition, % at 5.9 µM; 0.53% of 320,000 active; AID 2130;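 active means inhibition above the campaign mean of all compounds plus 3 SD, cut at about 26% in these data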;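 further: competitive labeling of PME-1 active site by serine hydrolase directed probe; 0% = PME-1 with DMSO and 100% = wells lacking PME-1 enzyme; inhibitors block probe labeling so polarization falls and inhibition rises; many of its hits are not listed in these tables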
Efflux pump mplx: blocks antifungal efflux pumps in multiplex yeast assay; S. cerevisiae Candida pump triplex, Nile Red efflux; inhibition, % at 10 µM; 0.44% of 330,000 active; AID 485275;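 active means plate passing quality check with inhibition over a set limit, or well fluorescence over plate mean plus 4 SD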;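 further: Nile Red retained in pooled yeast measured as flow cytometry median fluorescence; 0% = buffer negative control and 100% = Enniatin B positive control; higher means more Nile Red kept so more efflux inhibition; some compounds called inactive have numbers as strong as hits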
Fam108B inh: counter-screen for RBBP9 inhibitors: inhibitors of mouse Fam108B. AID 1947. inhibition, % at 9.51 µM. 0.33% of 300,000 active. recombinant Fam108B, FP-Rh probe fluorescence polarization;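 active means inhibition above the screen mean inhibition plus 3 SD, computed separately per campaign, cut at about 18% in these data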;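 further: inhibitors lower polarization as less probe binds the enzyme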
MCL1 BIM primary: disrupts human MCL1 binding to BIM-BH3 peptide; AID 2057; GST-MCL1 / FITC-Bim-BH3 fluorescence polarization; Q07820; 0.68% of 320,000 active; inhibition, % at 10.9 µM;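 active means inhibition above the mean inhibition of all tested compounds plus 3 SD, set per campaign, cut at about 40% in these data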;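 further: 0% = DMSO wells and 100% = unlabeled Bim-BH3 peptide control; higher means more loss of mP so more displacement of Bim peptide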
Target sequence (Q07820 whole entry, looked up): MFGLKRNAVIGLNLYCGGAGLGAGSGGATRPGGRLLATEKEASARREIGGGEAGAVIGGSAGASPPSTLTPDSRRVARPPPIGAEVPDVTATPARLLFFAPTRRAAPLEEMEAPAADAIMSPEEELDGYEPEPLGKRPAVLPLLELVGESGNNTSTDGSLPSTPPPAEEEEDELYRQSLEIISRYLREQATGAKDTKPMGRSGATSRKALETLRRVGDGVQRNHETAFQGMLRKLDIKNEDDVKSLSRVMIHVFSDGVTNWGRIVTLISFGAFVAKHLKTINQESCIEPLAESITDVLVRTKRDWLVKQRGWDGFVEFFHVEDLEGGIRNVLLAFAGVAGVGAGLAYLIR
GRK2 aptamer HTS: blocks RNA aptamer binding to human GRK2; P25098; bead flow cytometry, FAM-aptamer displacement from GRK2; inhibition of aptamer binding, % at 10 µM; 0.59% of 330,000 active; AID 488847;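 active means inhibition of aptamer binding above 40%, roughly 3 SD of noise, on plates passing a quality check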;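 further: median bead fluorescence of bound FAM aptamer so fluorescent compounds give negative values; no value below 0 was filed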
GLD-1 RNA inh: GLD-1-TGE RNA interaction inhibition (C. elegans); purified GLD-1 + fluorescein TGE RNA, fluorescence polarization; inhibition, % at 5.96 µM; Q17339; AID 2280; 0.44% of 320,000 active;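 active means percent inhibition above a per-plate cutoff, the plate mean of test compounds plus 3 SD, cut at about 30% in these data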;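 further: 0% = DMSO wells with GLD-1 and probe and 100% = wells lacking GLD-1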
VLA-4 inh: inhibition in a human VLA-4 binding assay; P13612; VLA-4 expressing cells, ligand binding flow cytometry; inhibition, % (about 7 µM as worked out from the volumes in the protocol); 0.2% of 330,000 active; AID 2557; in the data active means inhibition above about 50%
MEX-5 binding: C. elegans MEX-5 TCR-2 RNA binding activity; Q9XUB2; AID 1832; MEX-5/FITC-TCR2 RNA binding, fluorescence polarization; active compounds read low; activity score (negative = inhibition of binding), % at 10 µM; 0.38% of 300,000 active;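 active means inhibition past about -25% in most replicates, and total fluorescence under double the plate's negative control median, limit read from the data; inconclusive means replicates evenly split on the limit, or fluorescence at least double controls; inactive means too little inhibition in most replicates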;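 further: 0% = DMSO and -100% = 5 µM competing unlabeled TCR2 RNA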
Target sequence (Q9XUB2 whole entry, looked up): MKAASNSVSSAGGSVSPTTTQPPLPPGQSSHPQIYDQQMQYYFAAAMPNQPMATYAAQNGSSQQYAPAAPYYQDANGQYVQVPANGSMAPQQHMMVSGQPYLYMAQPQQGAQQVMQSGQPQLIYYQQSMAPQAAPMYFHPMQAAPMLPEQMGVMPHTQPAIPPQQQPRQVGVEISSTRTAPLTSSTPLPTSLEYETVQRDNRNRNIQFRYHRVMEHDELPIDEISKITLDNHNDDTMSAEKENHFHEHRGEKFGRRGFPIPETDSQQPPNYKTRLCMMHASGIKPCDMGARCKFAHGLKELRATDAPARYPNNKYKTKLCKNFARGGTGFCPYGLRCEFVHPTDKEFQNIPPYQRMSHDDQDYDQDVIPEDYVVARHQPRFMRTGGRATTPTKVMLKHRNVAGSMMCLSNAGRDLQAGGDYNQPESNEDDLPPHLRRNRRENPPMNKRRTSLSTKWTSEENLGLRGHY
BCLXL inh: blocks human Bcl-xL binding to Bim BH3 peptide; Q07817; GST-Bcl-xL / FITC-Bim BH3 peptide fluorescence polarization; inhibition, % at 10.9 µM; 0.7% of 320,000 active; AID 2129;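 active means inhibition above the mean of all tested compounds plus 3 SD, cutoff set per campaign, cut at about 30% in these data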;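 further: 0% = DMSO wells and 100% = unlabeled Bim-BH3 peptide competitor; inhibitors lower millipolarization by displacing the labeled peptide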
Target sequence (Q07817 whole entry, looked up): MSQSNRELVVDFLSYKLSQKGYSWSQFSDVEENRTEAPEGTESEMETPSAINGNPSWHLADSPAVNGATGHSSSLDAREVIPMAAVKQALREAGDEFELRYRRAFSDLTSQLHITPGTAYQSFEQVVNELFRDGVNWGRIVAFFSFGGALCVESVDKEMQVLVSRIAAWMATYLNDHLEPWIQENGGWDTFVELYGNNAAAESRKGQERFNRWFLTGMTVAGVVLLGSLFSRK
Starred values were filed as active, the others as inactive; u = inconclusive; x = no result given.

SMILES	PME-1 inh	Efflux pump mplx	Fam108B inh	MCL1 BIM primary	GRK2 aptamer HTS	GLD-1 RNA inh	VLA-4 inh	MEX-5 binding	BCLXL inh
Cc1cccc(N2CCN(C(=O)C3CCC(CNS(=O)(=O)c4cccs4)CC3)CC2)c1C (stereo not given)	-1	-0.1	-4	2	4	-6	1	4.2	1
Cc1ccc(-n2cc(-c3ccccc3)[nH]c2=O)cc1F	-1	-0.2	-8	3	0	-1	1	1.5	2
O=C(Cc1cccs1)Nc1nnc(C2CC2)s1	2	0.1	-4	6	0	1	0	0.6	1
O=C(NCc1ccccc1CN1CCCC1)c1cccc(S(=O)(=O)N2CCCC2)c1	3	-0.2	x	-8	0	-12	-2	x	-1
COc1ccc(-c2cn3cccnc3n2)cc1NC(=O)c1cccs1	4	-0.1	-2	10	0	6	0	-0.1	2
Cc1onc(-c2ccccc2Cl)c1C(=O)N/N=C(\N)COc1ccc(Cl)cc1	-1	-0.1	-3	5	1	5	5	2.5	5
CC12CN3CC(C)(CN(C1)C3c1ccccc1Cl)C2O (stereo not given)	4	-0.1	-2	-4	0	-1	-7	-0.1	-3
Cc1ccnc(Nc2nc3ccccc3s2)n1	-5	0.1	3	0	5	-5	-3	-1.4	6
CCc1ccc2oc(C(=O)NCc3ccncc3)c(C)c2c1	1	-0.1	-3	0	1	2	1	-4.5	3
NS(=O)(=O)c1ccc(NC(=O)CCCCC(=O)Nc2ccc(S(N)(=O)=O)cc2)cc1	-3	0.4	-9	-2	0	0	-13	-3.1	1
CC(Nc1ccccc1)C(=O)Nc1ccc(F)cc1 (stereo not given)	-6	0.0	1	-4	4	6	18	0.3	1
CC(=O)N1CCN(c2ccccc2NC(=O)c2ccc3ccccc3c2)CC1	3	-0.1	2	-3	0	-5	0	-1.1	3
C=CCn1c(SCC(=O)NC2CCCC2)nc2scc(-c3ccco3)c2c1=O	-6	0.2	-4	6	1	1	5	0.6	5
COc1cccc(N(CC(=O)NC2CCCC2)C(=O)CCCC(=O)Nc2ccccn2)c1	-1	-0.1	-4	3	0	-1	9	1.1	4
COc1cccc(-c2nc(CS(=O)(=O)CC(=O)N3CCN(c4ccccn4)CC3)c(C)o2)c1	3	0.0	4	-6	1	-7	15	-2.3	-5
COc1ccc(Oc2nc3c(c(=O)n(C)c(=O)n3C)n2Cc2ccccc2)cc1	0	-0.2	11	3	5	8	-6	3.1	2
Cc1noc(/C=C/N(C)C)c1S(=O)(=O)N1CCc2ccccc21	1	0.0	-4	-22	0	-24	-5	x	-26
COC(=O)c1ccc(CN2CCCC(C(=O)c3cc(F)ccc3OC)C2)cc1 (stereo not given)	5	-0.1	1	4	1	7	2	2.6	-1
CCN(Cc1ccccc1)C(=O)CS(=O)(=O)c1ccccc1	-1	-0.1	2	4	1	10	-1	1.6	9
Cn1c(SCc2cccnc2)nc2c(c1=O)SCC2	1	0.1	0	15	5	5	0	-0.9	14
CCCCC1(C)Cc2ccccc2C(=S)N1 (stereo not given)	-1	0.0	-1	14	0	-1	11	-2.9	1
COc1ccc(C(CC(=O)N2CCCC(C)C2)c2c(OC)cc(OC)c3ccc(=O)oc23)cc1 (stereo not given)	3	0.0	3	25	2	2	25	-1.8	5
COC(=O)CN1C(=O)C(O)(CC(=O)c2cccc(Br)c2)c2ccccc21 (stereo not given)	-2	-0.1	-1	-6	3	6	1	0.7	-1
Cc1ccc(-n2c(=O)c3sccc3n(CC(=O)NCC3CCCO3)c2=O)cc1F (stereo not given)	4	0.2	4	7	0	1	10	3.1	5
Cc1c(Br)cc(C(=O)OC2CCN(C)CC2)c(C)c1C	-2	0.0	-1	2	0	3	-2	1.3	2
SMILES	PME-1 inh	Efflux pump mplx	Fam108B inh	MCL1 BIM primary	GRK2 aptamer HTS	GLD-1 RNA inh	VLA-4 inh	MEX-5 binding	BCLXL inh
CC(OC(=O)Cn1nnc2ccccc21)C(=O)NC1CCCC1 (stereo not given)	-3	-0.1	0	1	2	-3	13	-1.0	1
CN(C)Cc1nc2ccccc2c(=O)n1CC#N	-2	0.1	-1	2	0	3	2	-2.0	3
O=C(COc1ccccc1)OCc1csc(Nc2ccccc2)n1	4	0.0	5	9	2	-6	1	3.1	1
C[C@H]1CN([C@@H](C)CO)C(=O)Cc2cc(NC(=O)CCC(F)(F)F)ccc2O[C@H]1CN(C)Cc1ccc(-c2ccccc2)cc1	x	0.1	x	x	0	1	20	x	x
O=C(COC(=O)c1cnc(Cl)c(Cl)c1)NC1CC1	x	-0.1	x	x	1	0	6	x	x
COc1ccccc1NC(=O)c1ccccc1C(=O)O	3	-0.7	-2	-2	2	0	23	1.4	1
CC(=C/C(=O)O)/C=C/c1ccco1	1	2.4*	-1	-1	0	13	8	0.4	0
O=C(CCC(=O)c1ccc(Cl)s1)Nc1ncccc1O	-5	0.0	x	25	1	10	-10	x	21
O=C(O)CCC(=O)NNC(=O)CCC(=O)NCc1ccccc1	-2	0.2	1	2	0	-4	9	-0.7	3
COC(=O)c1ccccc1NC(=O)Cn1c(SC)c(F)cnc1=O	-13	-0.1	1	-5	0	-3	-8	-5.4	-6
COc1ccc(CN(C)C(=O)c2oc3ccccc3c2CSC)cc1F	3	-0.2	3	7	5	4	3	0.3	8
CS(=O)(=O)N(CC(=O)NCCSCc1ccccc1)c1ccccc1Br	3	0.1	-3	3	0	1	10	0.1	2
O=C(c1ccc(F)cc1)C1CCN(Cc2cn[nH]c2-c2ccccc2)CC1	-1	-0.1	1	5	0	7	10	-2.3	9
COC(=O)c1cc(NC(=O)c2ccc(Cn3cc(Cl)cn3)o2)cc(C(=O)OC)c1	-14	-0.1	-9	3	0	7	3	1.0	8
O=C1[C@H]2CC3C=CC2(O3)[C@@H]2OCCCN12 (stereo not given in full)	3	0.0	1	0	0	-1	3	0.8	5
COc1ccccc1N(C(=O)c1snc(C(N)=O)c1N)C(C(=O)NCCC(C)C)c1ccco1 (stereo not given)	9	0.0	-4	2	0	1	12	0.5	3
O=C1CNC(=S)N1Cc1ccccc1	0	0.1	-1	7	3	12	8	-1.1	-1
COc1ccccc1-c1cc(C(=O)N/N=C/c2ccc(C)s2)c2ccccc2n1	-10	0.1	-13	-4	0	3	13	1.9	-2
CCOc1ccc(S(=O)(=O)NCCC(=O)NCC(c2cccs2)N2CCOCC2)cc1 (stereo not given)	-3	-0.1	7	-7	0	0	-8	0.1	-5
O=C1CC(c2ccc3c(c2)OCO3)c2cc3c(cc2N1)OCO3 (stereo not given)	0	-0.1	0	5	6	-1	3	-1.1	6
CCCCCCCN1CCC(=O)N([C@H](CO)c2ccccc2)CC1	3	0.0	-2	1	0	6	23	2.8	1
C=CCn1c(-c2cc3cccc(OC)c3o2)n[nH]c1=S	6	0.0	5	-21	0	3	9	-3.0	-28
S=c1[nH]nc(-c2ccccc2)n1/N=C/c1cccc(Br)c1	1	0.4	6	-22	0	3	-6	2.5	-24
Cc1ccccc1N1CCN(CCCN2C(=O)CC(=C(c3ccccc3)c3ccccc3)C2=O)CC1	3	0.0	0	4	0	3	9	1.4	5
c1cncc(CNc2ncnc3ccc(-c4ccoc4)cc23)c1	-3	0.6	x	7	0	-2	7	x	2
SMILES	PME-1 inh	Efflux pump mplx	Fam108B inh	MCL1 BIM primary	GRK2 aptamer HTS	GLD-1 RNA inh	VLA-4 inh	MEX-5 binding	BCLXL inh
O=C(CCc1nnc(C2CCCCC2)o1)N1CCN(c2ccccc2F)CC1	4	0.1	7	-1	0	-1	-1	0.7	5
Cc1[nH]ccc(=O)c1OCc1ccc(Cl)cc1	-7	0.0	-4	8	0	0	-10	4.6	3
CCC(=O)Nc1cc(ON=C(C)C)cc([N+](=O)[O-])c1	-1	-0.2	-2	-2	0	1	8	-1.4	3
Cc1nnc(NC(=O)/C=C/c2ccco2)s1	-2	0.7	2	54*	13	9	4	-9.0	40*
COc1ccc(CN2CCN(S(=O)(=O)c3ccc(NC(C)=O)cc3)CC2)c(OC)c1OC	0	-0.2	-1	3	0	6	-4	-3.1	4
Clc1ccc(-n2cnnn2)cc1	1	-0.1	3	0	0	-1	12	1.1	7
CCOc1ccc(C(=O)NC2CCN(S(C)(=O)=O)CC2)cc1	6	-0.1	-3	7	0	7	14	-0.8	2
COc1ccc(S(=O)(=O)N2CCCC2C(=O)Nc2ccc(O)cc2)cc1 (stereo not given)	-10	-0.1	0	4	1	1	-4	0.4	3
COc1ccc2oc(C(=O)OCC(=O)NCc3ccco3)c(C)c2c1	2	0.0	-4	-5	3	0	-6	-0.9	0
Cc1nc(NC(=O)COC(=O)c2cc3c(s2)CCC(C)C3)c(Cl)cc1Cl (stereo not given)	0	0.0	-6	-1	0	-2	17	-3.7	4
CC1CCCCN1C(=O)C1COc2ccccc2O1 (stereo not given)	-4	-0.1	1	1	0	-2	33	-0.5	3
O=C(CSc1nnc([C@@H]2CCCN2)o1)c1ccc(Cl)cc1	-1	0.0	-1	9	0	0	8	0.5	7
CC1CCCN(C(=O)Nc2cccc(NC(=O)N3CCCC(C)C3C)c2)C1C (stereo not given)	3	0.2	1	18	0	-4	7	-0.5	17
COC(=O)c1sccc1NC(=O)c1c(F)c(F)c(F)c(F)c1F	-7	0.1	-3	11	0	4	13	-1.1	3
Cc1ccc(Cn2c(=N)n(CC(=O)c3ccccc3)c3ccccc32)cc1	-2	0.1	0	-2	0	5	12	3.4	3
CC(OC(=O)Cc1ccsc1)C(=O)Nc1ccc(C(N)=O)cc1 (stereo not given)	-6	0.0	x	-5	0	4	2	x	-2
C[C@]12C(=O)N(c3ccc(F)cc3)C(=O)N1[C@H]1c3ccccc3OC[C@@H]1[C@H]2c1ccccc1	x	-0.1	x	x	0	2	7	x	x
Cc1ccsc1C(=O)Nc1cccc(S(=O)(=O)N(C)C)c1	-2	0.1	-1	-8	2	-2	4	3.1	6
Cc1ccccc1C(=O)N1CCC(C(=O)Nc2ccc(S(=O)(=O)N3CCCC3)cc2)CC1	10	0.0	-1	-2	1	1	-4	-0.3	-2
CC(=O)Nc1ccc(NC(=O)CCC(=O)OCC(=O)c2ccc(F)cc2)cc1	-4	-0.1	2	-2	0	8	2	-1.4	-1
CC(C)[C@H](NC(=O)OCc1ccccc1)C(=O)OCC(=O)NC1(C#N)CCCC1	-3	0.1	1	-7	2	2	-1	-0.5	0
Cc1cc2cc3c(cc2nc1SCC(=O)N1CCN(C(=O)c2ccco2)CC1)OCO3	3	0.0	3	4	12	8	10	0.9	2
Cc1[nH]c2ccccc2c1C(=O)C(=O)NCCCn1ccnc1	2	0.0	2	-6	2	7	6	-0.6	5
O=C(CCS(=O)(=O)c1cccc2nsnc12)N1CCN(C(=O)c2ccco2)CC1	1	0.0	3	4	0	-1	-5	0.2	1
O=C(O)CCC(=O)Nc1ccccc1C(=O)NCc1ccco1	-4	0.0	-1	3	0	13	-2	0.2	2
CCN(CC)C(=O)CSc1n[nH]c(=S)n1N	0	0.0	-8	-3	0	3	2	-0.7	-9
O=C(COc1ccccc1[N+](=O)[O-])N/N=C/c1ccncc1	-3	-0.1	3	-5	1	2	10	-2.1	1
O=C(CCS(=O)(=O)c1ccccc1Cl)NCCC1=CCCCC1	1	3.1	-1	-3	0	1	17	1.1	1
Cc1ccc(S(=O)(=O)NNc2nc3ccccc3nc2C(F)(F)F)cc1	4	0.1	5	3	0	0	3	u	9

High-throughput results: PubChem, several laboratories

Not all compounds are listed (hit frequency here may not be typical).
